# ELG1 repair inh: ELG1-dependent DNA repair inhibition | HEK293T ELG1-luciferase reporter, luminescence, 16 h; DNA damage induced by 5-fluorouridine | AID 504467 | 2.3% of 330,000 active | Potency, µM (top dose mostly 46.1 µM), for the others: at the top dose activity change, negative = inhibition, hits mostly inhibitors; further: potency means the concentration at half of the fitted maximal effect; on the % scale 0 is the no-effect control and ±100 the full control effect; nearly all actives have a fitted effect of over 55% in size
#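 Luminescence from the luciferase reporter, measured 30 min after ONE-Glo reagent at room temperature, was the read-out. Beforehand, 2,000 cells per well were exposed for 16 hr at 37 °C to 5-fluorouridine together with compound or vehicle.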
# KCNH2 3.1 inh: KCNH2 3.1 (human) potassium channel inhibition | U2OS KCNH2 3.1, thallium flux FluxOr; active compounds read low | activity change, % (tested at about 1.8 µM) | 0.95% of 340,000 active;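 active means maximum activity change below -70%; inconclusive means maximum activity change from -70% to -50%; inactive means maximum activity change above -50%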;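 further: thallium influx rate constant from kinetic fluorescence after stimulation buffer; on the % scale 0 is the no-effect control and ±100 the full control effect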
#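 Normalized rate constant (relative to positive and negative DMSO controls) derived from a 2 min kinetic fluorescence read after stimulation; U2OS cells expressing the 3.1 isoform via virus at 1.77 x 10^8 /mL.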
# Eya2 phos inh: Eya2 (human) phosphatase inhibition; 0.006% of 330,000 active; AID 488837; Potency, µM (top dose mostly 76.9 µM), inactives show at the top dose activity, negative = inhibition, hits mostly inhibitors; recombinant Eya2, OMFP fluorescence dephosphorylation (OMFP is methylfluorescein phosphate); further: potency means the concentration at half of the fitted maximal effect; on the % scale 0 is the no-effect control and ±100 the full control effect
#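 Eya2 (0.2 uM) preincubated 10 min at ambient with compound, then OMFP substrate added at 50 uM; 10 min reaction in 50 mM HEPES pH 7.5, 50 mM NaCl, 5 uM MgCl2, 0.05% BSA, 1 mM DTT. Fluorescence read at Ex 485/Em 525 nm.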
# KCNH2 WT inh: inhibitors of human wildtype KCNH2 potassium channel | activity change, % at 1.84 µM | U2OS, BacMam KCNH2, thallium flux FluxOr; active compounds read low | Q12809 | 0.37% of 340,000 active;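 active means maximum activity change below -70%; inconclusive means maximum activity change between -70% and -50%; inactive means maximum activity change above -50%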; further: on the % scale 0 is the no-effect control and ±100 the full control effect
#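 U2OS cells were transduced with wild-type KCNH2 virus (2.03 x 10^8 / mL) for 4 h at room temperature, then cultured overnight at 37 C. Thallium flux was read with FluxOr dye. Rate constants were normalized to DMSO controls.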
# USP2a block: blocks human ubiquitin-specific protease USP2a; O75604; USP2 core, Ub-CHOP2 coupled fluorogenic reporter, 485/531; Potency, µM (series often up to 38.3 µM), without a hit: at the highest dose activity change, negative = inhibition, actives largely listed as inhibitors; 0.01% of 330,000 active;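 further: potency means the concentration at half of the fitted maximal effect; plate controls were DMSO wells for no effect and full inhibition by NEM control for full effect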
#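 Cell-free coupled assay: 10nM USP2 core preincubated 30min RT with compound in Tris-HCl pH 8.0/CaCl2/CHAPS buffer, then 25nM Ub-CHOP2 and 25nM reporter substrate; fluorescence (Ex 485/Em 531) read after 60min RT, normalized to NEM inhibition, concentration-response curves fitted.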
# TCR act: activators of T cell receptors; primary human leukocytes, anti-CD3, IL-2 HTRF, 48 h; Potency, µM (titrated, usually from 9.22 µM), without a hit: at the highest dose activation of IL-2 secretion, actives largely listed as activators; 330,000 tested, under 10 active; AID 504894; further: % of control where 0% means no effect
#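 1) Mix primary human leukocytes, a-CD3 beads and compound. 2) Incubate 48 hr. 3) Add HTRF IL-2 reagents (a-IL-2-K, a-IL-2-d2).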
# AT treatment: candidate therapy for ataxia-telangiectasia | Potency, µM (top dose mostly 57.5 µM), inactives show at the top dose activation, most hits filed as activators | 0.19% of 320,000 active | AID 485349 | […] A-T fibroblasts, KAP-1 phosphorylation AlphaLISA; neocarzinostatin DNA damage 30 min before lysis; further: potency means the concentration at half of the fitted maximal effect; % of control where 0% means no effect; nearly all actives have a fitted effect of over 45% in size
#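 ATM-like activity read as KAP-1 phosphorylation via AlphaLISA donor/acceptor antibody pairs after lysis and 6 hr at 25C. Cells were ATM-null patient fibroblasts ([…], hTERT), dosed 60 min, then exposed to the DSB inducer NCS for 30 min.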
# Mito fusion act: inhibitors of mitochondrial division or activators of mitochondrial fusion | Potency, µM (series often up to 46.1 µM), for the others: top-dose growth rescue (activation), most hits filed as activators | 0.23% of 320,000 active | S. cerevisiae fusion-defective mutant growth rescue, CellTiterGlo 48 h;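 further: potency means the concentration at half of the fitted maximal effect; % of control where 0% means no effect; nearly all actives have a fitted effect of over 45% in size; temperature-sensitive fusion mutants such as fzo1-1 at 37 °C on non-fermentable ethanol glycerol medium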
#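 Compounds are tested for their ability to restore growth of mitochondrial fusion-defective yeast strains at non-permissive 37C in YPEG medium over 48 hours. Viability is quantified by luciferase luminescence.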
# TSHR antag: antagonists of human thyroid stimulating hormone receptor; activity change, negative = inhibition, % at 11.5 µM; 0.2% of 330,000 active; AID 504810; TSHR-expressing cells, TSH-stimulated cAMP HTRF, 2 h; active compounds read low;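 active means activity change below a set negative limit, meaning inhibition stronger than a set level, cut at about -70% in these data; inconclusive means activity change between two set negative limits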; further: on the % scale 0 is the no-effect control and ±100 the full control effect
# Target sequence (P16473 whole entry, looked up): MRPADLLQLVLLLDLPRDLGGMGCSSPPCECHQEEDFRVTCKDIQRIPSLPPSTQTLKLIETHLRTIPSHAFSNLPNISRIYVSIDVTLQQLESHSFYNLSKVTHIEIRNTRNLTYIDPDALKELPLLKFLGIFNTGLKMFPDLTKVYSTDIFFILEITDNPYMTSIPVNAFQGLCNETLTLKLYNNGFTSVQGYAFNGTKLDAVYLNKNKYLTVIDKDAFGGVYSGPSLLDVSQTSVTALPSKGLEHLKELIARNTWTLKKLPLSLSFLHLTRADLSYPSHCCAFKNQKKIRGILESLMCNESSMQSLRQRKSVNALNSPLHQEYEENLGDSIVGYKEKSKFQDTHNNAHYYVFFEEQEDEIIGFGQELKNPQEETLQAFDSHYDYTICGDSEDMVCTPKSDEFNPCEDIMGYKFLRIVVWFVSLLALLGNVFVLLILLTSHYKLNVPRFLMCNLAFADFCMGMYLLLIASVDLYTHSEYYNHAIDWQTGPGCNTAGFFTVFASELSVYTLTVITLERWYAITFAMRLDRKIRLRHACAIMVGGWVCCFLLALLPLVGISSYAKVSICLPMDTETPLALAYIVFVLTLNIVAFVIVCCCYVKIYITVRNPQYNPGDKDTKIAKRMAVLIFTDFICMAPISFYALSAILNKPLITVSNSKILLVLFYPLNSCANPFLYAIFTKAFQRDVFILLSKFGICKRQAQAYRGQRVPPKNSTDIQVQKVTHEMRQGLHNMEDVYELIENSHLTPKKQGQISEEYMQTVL
#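 Freshly harvested TSHR cells receive pin-tooled compound, then EC80 TSH at 4nM final. After 2 hours at 37 deg C, antibody in lysis buffer and cAMP-d2 are added; 30 minutes at ambient temperature precede the HTRF read.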
# TRPV1 agonist: activates the human vanilloid receptor TRPV1 | Q8NER1 | TRPV1-expressing cells, Fluo-8 calcium influx, agonist mode | activation, % at 8.33 µM | 0.19% of 320,000 active | AID 540275; in the data active means activation above about 80%; inconclusive means between about 30% and that limit; further: 0% is about no effect
#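 Cells expressing TRPV1 were dye-loaded with Fluo-8 and read kinetically: 10 s baseline, 3 min after compound (agonist portion), then 2 min after EC20 capsaicin (allosteric enhancer portion). Calcium-bound dye fluorescence at 480/520 nm.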
# Active calls of the source: *; ? = inconclusive; nt = no result given; & = joins results of further samples; [ ] = dose if it differs, or a comment. Unless noted, the call rests on the fitted dose curve; in most records, active means well fitted curve in the direction sought with a large enough effect; inconclusive means small, poorly fitted or top-dose-only effect, or another doubt; inactive means no such curve, though single readings can be large; an effect the other way counts as inactive or inconclusive. Not all compounds are listed; rates above refer to the full screens.
compound	KCNH2 3.1 inh	TSHR antag	ELG1 repair inh	Eya2 phos inh	TCR act	USP2a block	KCNH2 WT inh	Mito fusion act	TRPV1 agonist	AT treatment
COc1ccc(C(=O)Nc2ccc(S(=O)(=O)Nc3cc(C)nc(C)n3)cc2)cc1OC	-1	-5	1%	9%	-4%	0%	-1	0%	-2	6%
CCCNC(=O)Cn1cnc2sc(C(=O)Nc3ccc4c(c3)OCO4)c(C)c2c1=O	6	8	?	4%	0%	0%	-16	3%	nt	4%
COc1ccc(-c2noc(N3CCC(C(=O)Nc4ccc(OC)cc4OC)CC3)n2)cc1	-3	-4	13µM*	-3%	0%	3%	7	-13%	?	-1%
OC(Cc1cccnc1)(Cc1cccnc1)c1cc2ccccc2[nH]1	-1	-3	1%	-11%	-4%[46.1 µM]	-8%	5	-2%	2	0%
O=C(COC(=O)COc1ccccc1Cc1ccccc1)Nc1cccnc1Cl	3	5	0%	2%	7%[46.1 µM]	-5%	2	1%	-4	1%
O=C(C1CCC(CNS(=O)(=O)c2cccs2)CC1)N1CCN(c2ccc(Cl)cc2)CC1 (stereo not drawn)	-25	-31	?	-13%	3%	4%	-3	0%	0	1%
CCOC(=O)c1[nH]c2ccc(OC)cc2c1NC(=O)c1ccc(OC)c(OC)c1	-3	3	?	6%	1%[46.1 µM]	0%	-4	29%	25	0%
Nc1nnc(SCC(=O)Nc2ccccc2)s1	-5	-4	0%	-11%	3%	-5%	0	2%	0	4%
Cc1ccc2nc(C)cc(N/N=C/c3ccccc3O)c2c1	15	0	18%	?	-1%	0%	0	-6%	0	0%
CC(c1nnnn1C1CCCCC1)N(Cc1ccccc1)Cc1cccnc1 (stereo not drawn)	13	-41	-28%	-9%	-5%[46.1 µM]	-5%	-1	20%	-1	13%
Cc1sc2nc(CSC(C)C(=O)Nc3cc(S(C)(=O)=O)ccc3Cl)[nH]c(=O)c2c1C (stereo not drawn)	-5	7	-6%	5%	2%	1%	-6	-1%	0	7%
COc1ccccc1NC(=O)CCc1nnc2ccc(N3CCCCC3)nn12	7	-5	-1%	1%	-1%	5%	3	0%	2	11%
CC1CCCN(C(=O)c2ccc(OC3CCN(CCc4ccccc4)CC3)cc2)C1 (stereo not drawn)	-6	4	-4%	-3%	3%	1%	24	-11%	4	1%
CCCCC(=O)Nc1ccc(C(=O)Nc2nc(CC(=O)OCC)cs2)cc1	3	-24	-25%	-18%	-8%	5%	3	-1%	3	-1%
Cc1cc(OCC(=O)N2CCN(c3ccc(F)cc3)CC2)c2c(C)cc(=O)oc2c1	-33	-1	1%	-7%	1%	2%	-3	-1%	2	-2%
S=C(Nc1cc(Cl)ccc1Oc1ccccc1)N1CCN(c2ccccn2)CC1	10	-1	-14%	-2%	-1%	-1%	-4	-26%	28	-9%
COc1ccccc1N(Cc1ccccc1)S(=O)(=O)c1cccc(C(=O)Nc2ccccn2)c1	-19	-8	?	-1%	-4%	-1%	-6	-15%	14	3%
COCCNC(=O)CSc1nc2ccccc2c(=O)n1CCCC(=O)NCc1ccccc1	0	-8	-9%	-12%	-5%	1%	8	-5%	-4	0%
OCCN(CCO)c1nc(-c2ccccc2)nc2c1oc1ccccc12	9	3	23µM*	-16%	-6%	3%	-6	20%	22	-2%
C=CCNC(=O)NC(=O)COC(=O)CNS(=O)(=O)c1ccc(F)c(F)c1F	-1	49	3%	17%	1%	5%	-10	-2%	2	-6%

# Complete entries from above.
# C=CCNC(=O)NC(=O)COC(=O)CNS(=O)(=O)c1ccc(F)c(F)c1F reads KCNH2 3.1 inh: -1; TSHR antag: 49; ELG1 repair inh: 3%; Eya2 phos inh: 17%; TCR act: 1%; USP2a block: 5%; KCNH2 WT inh: -10; Mito fusion act: -2%; TRPV1 agonist: 2; AT treatment: -6%
# COc1ccccc1N(Cc1ccccc1)S(=O)(=O)c1cccc(C(=O)Nc2ccccn2)c1 reads KCNH2 3.1 inh: -19; TSHR antag: -8; ELG1 repair inh: ?; Eya2 phos inh: -1%; TCR act: -4%; USP2a block: -1%; KCNH2 WT inh: -6; Mito fusion act: -15%; TRPV1 agonist: 14; AT treatment: 3%

# (further entries)
compound	KCNH2 3.1 inh	TSHR antag	ELG1 repair inh	Eya2 phos inh	TCR act	USP2a block	KCNH2 WT inh	Mito fusion act	TRPV1 agonist	AT treatment
Cc1nnc(SCC(=O)Nc2cccc(S(N)(=O)=O)c2)n1-c1ccccc1	-5	10	9%	12%	0%	1%	11	6%	1	-2%
CCOC(=O)C(CCC(=O)O)(CCC(C)C)c1csc(N)n1 (stereo not drawn)	-6	10	13%	19%	-7%	-2%	-8	3%	2	2%
O=C(COC(=O)C1CC1)Nc1ccc(Cl)cn1	1	40	?	10%	8%	4%	22	-1%	0	14%
O=c1c(-c2nc3ccccc3s2)cccn1Cc1ccc(Cl)cc1	-10	-2	?	?	6%	1%	-4	-1%	nt	12%
O=C(NCCS(=O)(=O)N1CCCCC1)c1ccc2c(c1)OCO2	-1	6	22%	-7%	-3%	1%	-3	-2%	2	15%
CCCCOC(=O)Nc1ccc(S(=O)(=O)Nc2onc(C)c2C)cc1	-3	-10	6%	-19%	-1%	5%	-15	11%	1	25%
CSc1ccc(C(=O)C2CCCN(Cc3cccn3-c3cccnc3)C2)cc1 (stereo not drawn)	-30	-5	?	-7%	11%	-1%	27	5%	-4	1%
O=C1c2ccccc2C(Nc2ccc(F)c(Cl)c2)N1c1ccccn1 (stereo not drawn)	3	10	2%	-2%	-2%	-5%	4	2%	14	10%
CCN(CC(=O)Nc1ccc(Br)cc1F)CC(=O)NC1CCS(=O)(=O)C1 (stereo not drawn)	-1	-3	7%	-29%	8%	-3%	14	-6%	4	1%
Cn1cccc1Cc1nnc(SCC(=O)Nc2ccc3c(c2)OCCO3)n1-c1ccc(F)cc1	-6	10	-2%	-3%	0%[46.1 µM]	-1%	13	-4%	-1	-5%

# 4 entries picked at random from the list so far, as already listed:
compound	KCNH2 3.1 inh	TSHR antag	ELG1 repair inh	Eya2 phos inh	TCR act	USP2a block	KCNH2 WT inh	Mito fusion act	TRPV1 agonist	AT treatment
O=C(COC(=O)C1CC1)Nc1ccc(Cl)cn1	1	40	?	10%	8%	4%	22	-1%	0	14%
Cc1nnc(SCC(=O)Nc2cccc(S(N)(=O)=O)c2)n1-c1ccccc1	-5	10	9%	12%	0%	1%	11	6%	1	-2%
CSc1ccc(C(=O)C2CCCN(Cc3cccn3-c3cccnc3)C2)cc1 (stereo not drawn)	-30	-5	?	-7%	11%	-1%	27	5%	-4	1%
CCOC(=O)C(CCC(=O)O)(CCC(C)C)c1csc(N)n1 (stereo not drawn)	-6	10	13%	19%	-7%	-2%	-8	3%	2	2%

# Following part
compound	KCNH2 3.1 inh	TSHR antag	ELG1 repair inh	Eya2 phos inh	TCR act	USP2a block	KCNH2 WT inh	Mito fusion act	TRPV1 agonist	AT treatment
Cc1cc(Cl)ccc1C(=O)C1CCCN(C(=O)c2ccoc2)C1 (stereo not drawn)	-1	-6	4%	-15%	0%	0%	-16	4%	9	8%
C=CCN1CCS(=O)(=O)N(Cc2ccccc2)[C@@H](C(C)C)C1=O	17	0	11%	10%	-1%[46.1 µM]	-1%	-13	nt	nt	-2%
CN(C)CCCNCC(=O)c1c(-c2ccccc2)n(C)c2ccccc12	-1	23	0%	-2%	-4%	-13%	20	5%	-1	?
CCOc1ccc(Cl)cc1S(=O)(=O)n1cnc2cc(C)c(C)cc21	-7	-23	0%	22%	9%	-1%	0	6%	?	nt
C#CCSc1nnc(-c2cc3c(C(F)(F)F)nn(C)c3s2)n1C	-1	-12	25%	16%	6%	0%	6	3%	nt	10%
CC(=O)Nc1ccccc1Oc1ccccc1	-1	-7	-1%	4%	2%	10%	-1	28%	-4	2%
CCn1nnc(NC(=O)c2cccnc2Cl)n1	-12	22	11%	27%	-5%	6%	-2	1%	-2	-1%
COc1ccc(OCC(=O)NNC(=O)Cn2c(=O)cnc3ccccc32)cc1	11	8	25%	-19%	-7%	-3%	-4	0%	-2	-4%
CC1CCCCN1CC(=O)Nc1ccc2c(c1)OC(F)(F)O2 (stereo not drawn)	7	-10	-5%	16%	nt	0%	1	17%	11	3%
Cc1ccc(Nc2ncnc3nc[nH]c23)cc1Cl	-9	4	?	14%	2%	-1%	13	5%	-2	17%
O=Cc1cn(CCOc2ccccc2)c2ccccc12	-21	-3	18%	3%	-5%	3%	-5	4%	0	13%
CCN(CC)CCCC(C)Nc1c2ccc(Cl)cc2nc2ccc(OC)cc12 (stereo not drawn)	nt	-27&-8	nt	10%&2%	nt	?	nt	10%&27%	13	nt
Cc1ccccc1C(=O)Nc1ccc2c(c1)OCCO2	-18	14	?	1%	-8%	1%	5	-2%	-1	26%
CN(C)c1ccc(/C=N\Nc2ccccn2)cc1	-4	-4	?	-2%	11%	1%	-17	-3%	?	0%

# From PubChem BioAssay
